Screening results as filed in PubChem BioAssay.
RXFP1 agonist: RXFP1 (human) receptor agonism; 370,000 tested, 0.3% active; AID 2676; Potency, µM (titrated, usually from 57.5 µM), without a hit: top-dose activation, hits mostly activators; HEK293T-RXFP1 cAMP TR-FRET, 30 min; response scale: percent of porcine relaxin response, buffer zero; further: potency means the concentration at half of the fitted maximal effect; on the % scale 0 is the no-effect control and ±100 the full control effect; nearly all actives have a fitted effect of over 60% in size; many of its hits are not listed in these tables
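HEK293 cells stably expressing RXFP1, treated 30 min at 37C with compounds plus PDE4 inhibitor Ro 20174; cAMP measured by HTRF TR-FRET. Normalized to buffer and 29 nM porcine relaxin; EC50 by Hill fit.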
D1 antag: blocks dopamine activation of the human D1 receptor. P21728. HEK293 TREx D1 cells, calcium flux, dopamine EC80; active compounds read low. activity change, negative = inhibition, % at 10 µM. 360,000 tested, 3.2% active; in the data active means activity change below about -30%; further: on the % scale 0 is the no-effect control and ±100 the full control effect
Target sequence (P21728 whole entry, looked up): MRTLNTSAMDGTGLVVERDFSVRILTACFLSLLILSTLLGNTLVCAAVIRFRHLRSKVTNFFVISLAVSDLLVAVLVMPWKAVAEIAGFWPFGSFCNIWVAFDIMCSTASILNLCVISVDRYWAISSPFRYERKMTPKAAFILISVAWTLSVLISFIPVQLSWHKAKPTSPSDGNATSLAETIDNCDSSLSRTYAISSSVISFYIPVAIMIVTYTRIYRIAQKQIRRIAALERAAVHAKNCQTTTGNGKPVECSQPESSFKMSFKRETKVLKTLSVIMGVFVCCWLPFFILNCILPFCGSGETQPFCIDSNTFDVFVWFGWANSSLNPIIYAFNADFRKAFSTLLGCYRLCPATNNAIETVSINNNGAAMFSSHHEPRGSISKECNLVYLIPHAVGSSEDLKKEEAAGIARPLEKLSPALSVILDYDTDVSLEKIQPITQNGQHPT
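Calcium flux readout: force-coupled, inducible Hek293 Trex D1 line, cells induced overnight at 30 C with tetracycline, dye-loaded 30–90 min at RT. Antagonism scored against EC80 dopamine challenge given 180 s after compound.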
LDHA block: LDHA (human) enzyme inhibition; activity change, % (values are at about 110 or 230 µM); purified LDHA, NADH/diaphorase-resazurin fluorescence; active compounds read low; AID 1347041; P00338; 480,000 tested, 0.15% active; in the data active means activity change below about -30%; inconclusive means mostly about -25% to -30%;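 further: plate controls were DMSO wells for no effect and wells without enzyme for full effect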
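Remaining NADH was detected by diaphorase (0.133 mg/mL) converting 37 µM resazurin to fluorescent resorufin, read at 0 and 20 minutes. The preceding 5-minute room-temperature reaction used 2 nM LDHA, 0.2 mM sodium pyruvate and 0.06 mM NADH at pH 7.4.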
GRP78 ERSR act: ER stress response induction in glioma; Potency, µM, without a hit: top-dose activation, usual class: activators; AID 602332; U87-MG GRP78 promoter luciferase reporter, 16 h; 420,000 tested, 0.02% active; further: potency means the concentration at half of the fitted maximal effect; series mostly up to about 76 µM; % of control where 0% means no effect; nearly all actives have a fitted effect of over 35% in size
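ERSR induction read as luciferase luminescence (Bright-Glo, 10 min at room temperature) in stably transfected human U87-MG glioma cells exposed to compounds for 16 h, using GRP78 as sensor.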
D1 agonist: agonists of human D1 dopamine receptor | 360,000 tested, 1% active | P21728 | AID 504660 | activation, % at 2 µM | HEK293 T-REx D1 cells, calcium flux, agonist mode; in the data active means activation above about 30%; further: 0% is about no effect
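Agonism was scored from calcium flux recorded over 180 s (1 read/s) after pintool compound addition, following a 10-cycle baseline. Cells were inducible force-coupled HEK293 TREx D1, plated overnight at 30 C and loaded with no-wash calcium dye.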
D1 potentiator: enhances dopamine response at the human D1 receptor; HEK293 TREx D1 cells, calcium flux, dopamine EC20 potentiation; AID 504651; P21728; potentiation, % at 10 µM; 360,000 tested, 0.036% active; in the data active means potentiation above about 30%; further: 0% is about no effect
Vif-A3F inh: blocks the Vif interaction with APOBEC3F | HeLa A3F-eYFP + Vif (tagged APOBEC3F with the HIV-1 protein that degrades it), YFP fluorescence increase | Potency, µM (highest dose often 46.1 µM), for the others: top-dose activity, negative = active | 390,000 tested, 0.2% active | AID 602313; further: potency means the concentration at half of the fitted maximal effect; % of control where 0% means no effect; nearly all actives have a fitted effect of over 65% in size
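HeLa cells stably expressing Vif plus C-terminally eYFP-tagged A3F were seeded, incubated overnight at 37 deg C, dosed with compound, incubated overnight again at 37 deg C. Yellow fluorescence (Ex 488/Em 500-530) reported blocked Vif-mediated A3F-eYFP degradation.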
D2 PAM: positively modulates the human D2 dopamine receptor allosterically. HEK293 T-REx D2, calcium flux, EC20 dopamine potentiation. potentiation, % at 10 µM. 340,000 tested, 0.34% active. P14416;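 active means potentiation over 3 SD above the plate norm, cut at about 30% in these data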; further: 0% is about no effect
Target sequence (P14416 whole entry, looked up): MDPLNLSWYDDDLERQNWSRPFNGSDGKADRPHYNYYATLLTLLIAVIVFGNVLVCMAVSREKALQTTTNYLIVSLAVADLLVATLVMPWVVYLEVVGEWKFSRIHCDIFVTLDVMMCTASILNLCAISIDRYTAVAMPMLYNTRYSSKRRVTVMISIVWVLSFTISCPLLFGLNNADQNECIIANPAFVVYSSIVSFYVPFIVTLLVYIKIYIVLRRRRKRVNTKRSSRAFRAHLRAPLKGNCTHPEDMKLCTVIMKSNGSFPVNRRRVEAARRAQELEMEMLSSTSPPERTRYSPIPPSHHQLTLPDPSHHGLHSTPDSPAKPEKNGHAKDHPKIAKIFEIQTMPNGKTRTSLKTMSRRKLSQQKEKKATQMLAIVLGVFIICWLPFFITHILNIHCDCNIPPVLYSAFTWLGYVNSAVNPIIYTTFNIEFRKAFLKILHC
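Cells plated with tetracycline inducer and held overnight at 30 C; calcium dye loaded 30–90 min at room temperature; baseline taken, compound added and read 180 s; EC20 dopamine then added and read 180 s.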
Vif-A3G inh: inhibitors of Vif-APOBEC3G interaction; Potency, µM (top dose mostly 46.1 µM), for inactives: top-dose activity, negative = active, most hits filed as inhibitors; Q9HC16; 410,000 tested, 0.076% active; HeLa A3G-eYFP + Vif (tagged APOBEC3G with the HIV-1 protein that degrades it), YFP fluorescence, overnight;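 further: potency means the concentration at half of the fitted maximal effect; on the % scale 0 is the no-effect control and ±100 the full control effect; nearly all actives have a fitted effect of over 60% in size; hits raise eYFP signal because A3G escapes Vif-driven loss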
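Read-out is eYFP fluorescence (Ex 488/Em 500-530) from Vif-expressing HeLa A3G-eYFP cells; more signal means A3G escaped Vif-mediated degradation. Cells plated overnight, compound pinned in, incubated overnight at 37 deg C.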
* hit, by the source's call; ? = inconclusive; . = no result given. Unless noted, the call rests on the fitted dose curve; in most records, active means well fitted curve in the direction sought with a large enough effect; inconclusive means small, poorly fitted or top-dose-only effect, or another doubt; inactive means no such curve, though single readings can be large; an effect the other way counts as inactive or inconclusive. The list is partial; the hit share may differ from the screen's.

SMILES	RXFP1 agonist	D1 antag	LDHA block	GRP78 ERSR act	D1 agonist	D1 potentiator	Vif-A3F inh	D2 PAM	Vif-A3G inh
CCC(C)n1c(SCC(=O)NC2CCCC2)nc2ccccc2c1=O (stereo not given)	-0.2%	-9.9	-10.0	-2.4%	-0.7	-6.5	5.4%	-3.1	-1.9%
COc1ccc(/C=C2/SC(=O)N(CCC(=O)Nc3ccc(S(=O)(=O)Nc4nccs4)cc3)C2=O)cc1	2.5%	-9.2	-0.1	-2.6%	0.4	-8.6	7.0%	7.8	1.9%
O=C(Cn1nc(-c2ccco2)ccc1=O)Nc1ccc(Br)cc1	-0.3%	-1.2	0.0	-7.0%	0.9	-1.8	-11.3%	-7.5	-9.9%
CCOC(=O)/C(C#N)=C/C1=C(N2CCCC2)CC(C)(CC)OC1 (stereo not given)	-1.7%	2.2	-3.4	2.6%	2.6	-1.4	1.7%	1.2	-6.6%
Cc1ccccc1CN1CCN(S(=O)(=O)c2cccc3nsnc23)CC1	-2.4%	3.3	-3.9	-1.2%	0.8	-5.5	-2.6%	-12.9	3.5%
CCOC(=O)C1=C(CS(=O)(=O)c2ccc(C)cc2)NC(=O)NC1c1cc(OC)c(O)c(OC)c1 (stereo not given)	1.0%	-0.8	1.6	-2.5%	1.2	2.4	4.5%	2.2	-0.4%
CC(=O)OC(C#CCN1CCOCC1)c1ccccc1 (stereo not given)	0.1%	-5.9	0.0	-0.5%	0.4	-7.1	-2.4%	-15.7	-2.3%
CCOc1ccc(NC(=O)COc2ccc(C(=O)NCc3cccnc3)cc2OC)cc1	-0.6%	15.6	-3.7	-2.2%	3.3	-14.2	5.6%	0.7	3.3%
CC(Cc1cccs1)NC(=O)Nc1ccc(F)cc1 (stereo not given)	1.1%	12.1	2.2	-0.2%	7.3	-22.1	1.0%	21.4	0.6%
COC(C/C=C\[C@@H](O)[C@@H](C)OCc1ccccc1)OC	.	.	-1.3	-3.0%	.	.	12.5%	.	0.7%
O=c1cc(-c2ccccc2)n2c(SCc3ccc([N+](=O)[O-])cc3)nnc2[nH]1	-1.1%	.	-3.2	-0.7%	-4.9	2.4	5.2%	-0.4	5.2%
COc1cc(NC(=O)OCc2ccccc2)c2ncccc2c1	.	.	5.6	2.0%	.	.	-3.7%	.	-0.7%
COCCN(C(=O)c1sc2ccccc2c1Cl)c1c(N)n(CC(C)C)c(=O)[nH]c1=O	-1.3%	-2.2	-16.5	-0.3%	2.1	0.3	-3.5%	6.9	-3.1%
Cc1cccc(Cn2nnc3c(=O)[nH]c(C4CCCN(C(=O)c5ccc(C(C)(C)C)cc5)C4)nc32)c1 (stereo not given)	2.5%	-5.0	1.9	-10.1%	4.4	-0.8	0.9%	-3.6	-13.3%
CCCCC(=O)Nc1cccc(NC(=O)c2ccc(Br)o2)c1	1.1%	-3.4	1.4	0.6%	3.3	0.1	-4.0%	-18.0	1.3%
CC(=O)OCc1c(C(F)(F)F)nn(C)c1Oc1cccc(C(F)(F)F)c1	-0.1%	-34.8*	0.0	4.0%	17.9	-12.4	-2.0%	-13.1	1.2%
O=C(N/N=C/c1ccncc1)c1nc(-c2ccccc2)n2c1CCCCC2	1.1%	-6.2	-5.2	-1.6%	0.2	-6.0	-1.0%	8.8	2.5%
Cc1ccc2[nH]c3c(c2c1)CCN1C(=O)OC(C)(C)C31C (stereo not given)	-1.8%	16.2	-8.1	0.2%	0.7	-7.2	12.3%	-5.4	0.1%
O=C(CSc1ccccc1)Nc1ccc(C(=O)Nc2ccc(O)cc2)cc1	-4.4%	8.0	-3.8	-5.3%	3.5	4.2	12.2%	1.1	-2.5%
Cc1ccccc1CN(C)CCS(=O)(=O)c1cc(Cl)ccc1Cl	0.6%	10.9	-0.8	-2.1%	2.9	5.3	-2.8%	6.0	-27.7%

3 entries out of the list above, sorted by the number in GRP78 ERSR act, lowest first:
Compound,D1 antag,LDHA block,GRP78 ERSR act,D1 agonist,D1 potentiator,D2 PAM,Vif-A3G inh
O=C(Cn1nc(-c2ccco2)ccc1=O)Nc1ccc(Br)cc1,-1.2,0.0,-7.0%,0.9,-1.8,-7.5,-9.9%
Cc1ccccc1CN(C)CCS(=O)(=O)c1cc(Cl)ccc1Cl,10.9,-0.8,-2.1%,2.9,5.3,6.0,-27.7%
CC(=O)OC(C#CCN1CCOCC1)c1ccccc1 (stereo not given),-5.9,0.0,-0.5%,0.4,-7.1,-15.7,-2.3%

Other results.
SMILES	RXFP1 agonist	D1 antag	LDHA block	GRP78 ERSR act	D1 agonist	D1 potentiator	Vif-A3F inh	D2 PAM	Vif-A3G inh
COc1ccc(C(=O)Nc2cccc(C)c2)cc1	3.1%	-2.7	0.0	-2.9%	4.0	-5.1	-5.0%	-8.0	0.0%
Cc1ccc(NC(=O)CSc2nnc(CNC(=O)c3ccco3)n2C)cc1	4.4%	1.6	0.3	-1.8%	0.8	-6.9	-21.7%	0.1	-4.9%
CCOC(=O)c1ccc(NC(=O)c2nc[nH]c2C(=O)N[C@H](C)c2ccccc2)cc1	-6.0%	-13.5	4.0	5.1%	3.1	-2.7	6.6%	-0.7	-13.7%
COc1cc(OC)c(NC(=O)n2ncc3cc(Cl)ccc32)cc1Cl	2.2%	-5.4	17.7	-1.9%	5.2	-0.3	-0.4%	-1.6	3.0%
C/C=C(\C)C(=O)NCCN1C2=NC[C@@H](Cc3ccccc3)N2C[C@@H]1Cc1ccc(OC)cc1	.	.	0.1	-4.0%	.	.	0.8%	.	0.9%
COc1ccccc1NS(=O)(=O)c1ccc(N/N=C/c2ccccc2OCC(=O)O)c([N+](=O)[O-])c1	-0.2%	-8.5	-4.6	-4.1%	2.2	-2.9	8.3%	-7.5	2.1%
CCN(CC)C(=O)CSc1nnc(-c2ccncc2)n1N	-1.1%	3.5	-7.6	-2.4%	4.2	-0.4	4.1%	.	2.0%
CC(C)Cc1nnc(NC(=O)C2CCCN(C(=O)c3ccc(Cl)cc3)C2)s1 (stereo not given)	.	.	-14.7	-3.5%	.	.	-7.4%	.	-5.1%
COc1ccc(/C=C/C(=O)c2ccc(O)cc2)cc1	1.8%	-14.7	-4.9	2.7%	2.2	-5.0	0.5%	.	-15.7%
CNC(=O)NNC(=O)c1onc(-c2c(Cl)cccc2Cl)c1C(=O)OC	1.2%	9.1	3.9	-4.9%	3.9	-4.7	-16.2%	-4.5	0.2%
COc1ccc(CNC(=S)Nc2cc(OC)ccc2OC)cc1	0.2%	1.1	-6.4	-3.4%	1.2	3.6	4.0%	.	0.7%
CCN(CC)c1ccc2nc3ccc(N)cc3[n+](-c3ccccc3)c2c1	5.8%	4.0	22.0	-10.6%	1.9	-4.2	2.0%	-0.7	6.8%
COc1ccc(OC)c(C2=Nn3c(nnc3-c3ccco3)SC2)c1	3.3%	2.8	-1.3	1.3%	-1.0	1.8	-17.7%	-28.8	-17.5%
C/C(=N\NC(=S)Nc1c(C)cccc1C)c1ccc(O)cc1	-5.8%	-19.5	-6.6	-6.1%	0.5	0.2	-2.2%	-7.1	-0.2%
CN(CC(=O)Nc1ccccc1Sc1ccccc1)Cc1nc2ccccc2c(=O)[nH]1	-0.3%	-22.4	1.8	?	4.5	-4.9	0.4%	6.9	-14.0%
CC(NC(=O)NCC1CCCO1)(C(F)(F)F)C(F)(F)F (stereo not given)	0.5%	-0.4	-3.7	1.0%	1.7	0.5	0.2%	13.1	-1.9%
COc1ccc(NC(=O)COC(=O)CNC(=O)C2CCCCC2)cc1	1.3%	-10.6	-6.2	-8.3%	0.8	-2.1	1.4%	8.0	-0.1%
COc1ccc(N(C)C(=O)Cn2cnc3sc(C)c(S(=O)(=O)N4CCN(c5ncccn5)CC4)c3c2=O)cc1	0.1%	-0.1	-4.6	-3.2%	0.0	2.5	0.1%	16.8	0.0%
CN(C(=O)c1cccc(C#N)c1)c1nnc(C2CCOC2)s1 (stereo not given)	0.6%	13.6	-0.9	0.0%	2.1	-0.8	.	11.0	-0.7%
Cc1nc2c(C)cccc2cc1C(=O)N/N=C/c1cccc([N+](=O)[O-])c1	-0.1%	-1.8	-7.8	-3.8%	0.9	-3.5	-0.7%	-9.0	?
Cc1ccc(C(=O)NC2(C(F)(F)F)N=C3SCCN3C2=O)cc1 (stereo not given)	0.9%	-11.6	-5.8	-5.9%	2.1	-1.9	0.6%	1.2	0.7%
COc1ccc(NC(=O)C(=S)NC2CCCCC2)cc1	-1.6%	3.1	-0.4	-1.7%	5.2	1.4	1.2%	6.1	0.1%
Cc1ccc(-c2nn3c(-c4ccccc4)nnc3c3ccccc23)cc1	0.2%	3.4	-6.6	-0.1%	1.6	-5.3	-8.0%	0.4	-3.2%
CCN1CCN(Cc2c(O)ccc3c2O/C(=C\c2ccc(C)cc2)C3=O)CC1	10.6%	-1.4	-1.9	3.9%	18.6	-7.3	-1.4%	-4.7	4.4%
COc1cc(OC)c(-c2nn3c(-c4ccco4)nnc3s2)cc1OC	4.9%	-10.4	-0.5	-2.4%	1.8	1.8	-5.0%	-17.3	-28.6%
O=C1CCCN1CCCNS(=O)(=O)c1ccc(F)c(F)c1	-1.1%	10.8	-3.0	-2.1%	2.2	-3.0	1.6%	-4.7	0.6%
CCOC(=O)c1cc(-c2ccc(OC)cc2F)nc2c1c(C)nn2CCC#N	4.9%	-23.2	-1.9	-0.5%	7.4	-6.4	1.7%	2.4	0.1%
Cc1ccc(NC(=O)CN(c2ccc(Cl)cc2)S(=O)(=O)c2cc([N+](=O)[O-])ccc2Cl)c(C)c1	-1.9%	-56.0*	1.2	-2.2%	0.5	-15.2	-32.0%	-8.7	-7.7%
COc1ccccc1-c1c(C)nn2c(N3CCC(C(N)=O)CC3)cc(C)nc12	0.9%	-5.0	-1.1	-3.0%	-1.5	-7.2	1.0%	.	-1.4%
CCCCCC(=O)Nc1nc(C)c(-c2csc(Nc3cc(Cl)ccc3C)n2)s1	2.6%	4.8	-5.6	-4.4%	2.0	-2.7	-6.4%	1.8	-7.0%
O=C(CC(=O)N1CCN(c2ccccn2)CC1)Nc1ccc2nc3n(c(=O)c2c1)CCCCC3	4.0%	-0.8	1.1	-3.1%	0.5	-4.8	-2.8%	-5.4	0.3%
